D2 agonist – D2 dopamine receptor (human) agonism; 0.53% of 340,000 active; activation, % at 2 µM; P14416; HEK293 T-REx D2 cells, calcium flux agonist mode;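 active = activation over 3 SD above normal in the single-dose calcium agonist read, cut at about 30% in these data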; note: 0% is about no effect
Target sequence (P14416 whole entry, looked up): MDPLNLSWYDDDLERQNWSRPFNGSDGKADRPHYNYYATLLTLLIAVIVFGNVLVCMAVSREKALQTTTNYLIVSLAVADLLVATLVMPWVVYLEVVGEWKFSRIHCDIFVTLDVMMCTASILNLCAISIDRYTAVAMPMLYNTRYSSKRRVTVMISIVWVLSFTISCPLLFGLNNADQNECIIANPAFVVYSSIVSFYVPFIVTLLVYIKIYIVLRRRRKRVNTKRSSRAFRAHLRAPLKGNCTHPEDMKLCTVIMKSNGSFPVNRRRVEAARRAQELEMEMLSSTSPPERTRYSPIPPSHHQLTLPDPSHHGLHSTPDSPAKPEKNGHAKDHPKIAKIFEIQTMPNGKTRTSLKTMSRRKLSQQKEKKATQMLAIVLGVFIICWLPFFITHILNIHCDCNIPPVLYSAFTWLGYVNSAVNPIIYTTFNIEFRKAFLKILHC
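Calcium-flux readout, 1 cycle/sec over 180 s following compound pin transfer, in inducible HEK293 Trex D2 cells (force-coupled); dopamine controls included. Positive calcium responses during this window marked compounds as potential agonists.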
USP1-UAF1 inh – blocks the human USP1/UAF1 deubiquitinase complex; 0.23% of 390,000 active; Potency, µM (series often up to 57.1 µM), for the others: at the highest dose activity change, negative = inhibition, actives largely listed as inhibitors; recombinant USP1/UAF1, Ub-Rhodamine cleavage fluorescence; O94782; note: potency is the fitted concentration of half-maximal effect; % is set by controls: 0 for no effect and ±100 for the full control effect; nearly all actives have a fitted effect of over 60% in size; inactives centre near -12
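USP1/UAF1 complex (1 nM) preincubated 15 min at room temperature with compound, then Ub-Rho substrate (150 nM final) added. Kinetic fluorescence at 480/540 nm over 6 reads at 60 s intervals; 50 mM HEPES pH 7.8, 0.5 mM EDTA, 0.1 mg/ml BSA, 1 mM TCEP, 0.01% Tween-20.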
TRHR agonist – agonists of human TRH receptor | TRHR cells, calcium flux fluo-8, FDSS agonist mode | P34981 | 0.18% of 360,000 active | AID 493084 | activation, % at 2 µM; in the data active = activation above about 30%; note: 0% is about no effect
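In this calcium-flux screen, cells bearing human TRHR are dye-loaded with fluo-8, baselined for 10 cycles, then exposed to library compounds; positive kinetic calcium responses during the agonist phase mark hits, with TRH as control.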
TRHR PAM – allosteric enhancers of human TRH receptor | P34981 | TRHR cells, fluo-8 calcium fluorescence, EC20 TRH enhancement | enhancement, % at 2 µM | 0.66% of 360,000 active | AID 493056; in the data active = enhancement above about 30%; note: 0% is about no effect
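Enhancer read-out: after compound pinning and an initial kinetic agonist-mode read, an EC20 of TRH (10 nM final) was injected and fluo-8 calcium signal (Ex 480/Em 530) followed at 1 s/cycle for 100 cycles in TRHR-expressing cells.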
D2 antagonist – antagonizes the human D2 dopamine receptor | P14416 | HEK293 TREx D2 cells, calcium flux, dopamine EC80 | inhibition, % at 10 µM | 2% of 340,000 active; in the data active = inhibition above about 30%; note: 0% is about no effect
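HEK293 T-REx D2 cells, tet-induced, calcium dye no-wash. Cpd pintool add, 180 s kinetic, then EC80 DA, 180 s kinetic. Ca flux read.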
TrxR1 substrate – rat thioredoxin reductase 1 substrate activity. AID 588456. 0.01% of 390,000 active. O89049. Potency, µM (top dose mostly 114 µM), for inactives: top-dose activity change, negative = substrate turnover. purified TrxR1 substrate turnover, NADPH consumption readout; note: potency is the fitted concentration of half-maximal effect; % is set by controls: 0 for no effect and ±100 for the full control effect; nearly all actives have a fitted effect of over 50% in size
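Rat TrxR1, dispensed at 90 nM, was prereduced with 400 uM NADPH (final) for 5 min at ~22 deg C, then incubated with compound 15 min before 400 uM selenite. A first-read NADPH fluorescence drop versus no-compound background flagged substrates.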
IDH1 R132H inh – human IDH1 R132H inhibition. O75874. IDH1-R132H enzyme, NADPH consumption, diaphorase/resazurin fluorescence. Potency, µM (doses to about 76.6 µM), for inactives: at the top dose activity change, negative = inhibition, most hits filed as inhibitors. 0.093% of 390,000 active; note: potency is the fitted concentration of half-maximal effect; % is set by controls: 0 for no effect and ±100 for the full control effect; nearly all actives have a fitted effect of over 65% in size
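IDH1-R132H (0.5 ug/mL) preincubated 30 min with compound, then NADPH (0.016 mM) and alpha-KG (2 mM) added; 80 min at RT, pH 7.5. Remaining NADPH coupled via diaphorase/resazurin to fluorescence (540/590 nm); concentration-response curves normalized to no-enzyme control.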
PI4K2A block – PI4K2A (human) kinase inhibition; purified PI4K2A, ADP-Glo luminescence, 1 h; hits give low values; AID 1346378; activity change, negative = inhibition, % at 76.9 µM; 0.13% of 420,000 active; Q9BTU6; in the data active = activity change below about -50%; inconclusive = mostly about -30% to -49%;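 note: -100% = wells without enzyme as full effect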
Target sequence (Q9BTU6 whole entry, looked up): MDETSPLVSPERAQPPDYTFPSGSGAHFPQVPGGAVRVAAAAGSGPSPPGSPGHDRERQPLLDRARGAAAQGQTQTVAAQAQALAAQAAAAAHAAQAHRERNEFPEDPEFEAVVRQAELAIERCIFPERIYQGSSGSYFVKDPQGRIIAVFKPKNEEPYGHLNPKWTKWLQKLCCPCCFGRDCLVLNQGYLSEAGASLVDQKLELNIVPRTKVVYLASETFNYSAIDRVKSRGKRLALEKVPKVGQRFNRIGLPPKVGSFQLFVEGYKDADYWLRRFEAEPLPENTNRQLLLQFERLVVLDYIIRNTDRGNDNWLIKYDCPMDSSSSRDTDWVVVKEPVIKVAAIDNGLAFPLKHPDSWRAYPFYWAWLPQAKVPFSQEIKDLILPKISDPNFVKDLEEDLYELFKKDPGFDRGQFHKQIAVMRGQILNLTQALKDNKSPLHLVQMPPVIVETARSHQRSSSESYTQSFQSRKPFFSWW
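In this quantitative HTS, ADP production by PI4K2A was quantified luminescently after 1 h at ambient temperature; 100 microM adenosine served as plate-quality control.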
rTrxR1 inhibitor – blocks rat thioredoxin reductase 1. O89049. recombinant rTrxR1, NADPH fluorescence consumption, selenite substrate. Potency, µM (titrated, usually from 114 µM), without a hit: at the top dose activity change, negative = inhibition, usual class: inhibitors. 1% of 390,000 active. AID 588453; note: potency is the fitted concentration of half-maximal effect; % is set by controls: 0 for no effect and ±100 for the full control effect; nearly all actives have a fitted effect of over 65% in size
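Rat TrxR1 (90 nM in the dispensed reagent) was pre-reduced with 400 uM NADPH for 5 min at room temperature, then incubated with compound for 15 min. After 400 uM selenite was added, NADPH fluorescence (Ex 340/Em 450 nm) was followed for 8 min.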
An asterisk follows results filed as active; ? = inconclusive; · = no result given; & = joins results of further samples; [ ] = remark or other dose. Unless noted, calls come from the whole dose curve; as a rule, active = well fitted inhibition curve with a large enough effect; inconclusive = small, poorly fitted or top-dose-only effect; inactive = no such curve, though single readings can be large or run the other way.

The first 5 records, to show the layout:
SMILES | D2 agonist | USP1-UAF1 inh | TRHR agonist | TRHR PAM | D2 antagonist | TrxR1 substrate | IDH1 R132H inh | PI4K2A block | rTrxR1 inhibitor
O=C(O)c1ccc(Cl)c(S(=O)(=O)NCc2cccnc2)c1 | · | -23% | 0.3 | 1 | · | 14% | 9% | -1 | 34%
CCOC(=O)N1CCC(N2Cc3cccc(C(=O)NC(C)c4ccc5c(c4)OCCO5)c3C2=O)CC1 (stereo not given) | -1.1 | -8% | 0.5 | -11 | -11 | 10%[57.1 µM] | 10% | 1 | 16%[57.1 µM]
FC(F)(F)c1nc2cc3nc4ccccc4[nH]c3cc2n1 | 3.3 | -22% | 2.7 | 11 | -7 | 4%[57.1 µM] | 9% | -6 | 4%[57.1 µM]
O=C(CN1C(=O)NC2(CCCCCCC2)C1=O)N1CCc2ccccc2C1 | 0.6 | -5% | -0.2 | 4 | 6 | 0% | -3% | 1 | 0%[57.1 µM]
CC(/C=C/c1ccco1)=N\NC(=O)COc1ccc(C)c(C)c1 | -1.2 | -24% | -1.4 | 12 | -1 | -2% | 1% | -2 | ?

Results, from the first entry:
SMILES | D2 agonist | USP1-UAF1 inh | TRHR agonist | TRHR PAM | D2 antagonist | TrxR1 substrate | IDH1 R132H inh | PI4K2A block | rTrxR1 inhibitor
O=C(O)c1ccc(Cl)c(S(=O)(=O)NCc2cccnc2)c1 | · | -23% | 0.3 | 1 | · | 14% | 9% | -1 | 34%
CCOC(=O)N1CCC(N2Cc3cccc(C(=O)NC(C)c4ccc5c(c4)OCCO5)c3C2=O)CC1 (stereo not given) | -1.1 | -8% | 0.5 | -11 | -11 | 10%[57.1 µM] | 10% | 1 | 16%[57.1 µM]
FC(F)(F)c1nc2cc3nc4ccccc4[nH]c3cc2n1 | 3.3 | -22% | 2.7 | 11 | -7 | 4%[57.1 µM] | 9% | -6 | 4%[57.1 µM]
O=C(CN1C(=O)NC2(CCCCCCC2)C1=O)N1CCc2ccccc2C1 | 0.6 | -5% | -0.2 | 4 | 6 | 0% | -3% | 1 | 0%[57.1 µM]
CC(/C=C/c1ccco1)=N\NC(=O)COc1ccc(C)c(C)c1 | -1.2 | -24% | -1.4 | 12 | -1 | -2% | 1% | -2 | ?
COc1ccc(NC(=O)/C=C\C(=O)N(c2ccc(C(C)C)cc2)C(C(=O)NCc2ccco2)c2ccc(F)cc2)cc1 (stereo not given) | -0.2 | 9% | -0.2 | 0 | · | 0%[57.1 µM] | -5% | -1 | 21%[57.1 µM]
O=C(OCc1cnc(Cl)s1)c1cccc(Cl)c1 | 0.2 | -1% | -1.0 | 1 | -5 | 1%[57.1 µM] | -3% | -11 | 0%[57.1 µM]
CN(C)c1ccc(NC(=O)CSc2n[nH]c(-c3ccco3)n2)cc1 | 0.7 | -19% | -0.4 | 4 | 15 | 5%[57.1 µM] | 3% | -2 | 8%[57.1 µM]
COc1ccc2nc(N3CCCCC3)c(/C=C3\SC(=S)NC3=O)cc2c1 | 2.7 | ? | 1.6 | -7 | 8 | -2% | 0% | -3 | -4%
COC(=O)C1=C(C(=O)OC)[C@@H]2Nc3ccccc3[C@@]23C[C@@H](C(=O)OC)N=C3N1 | 0.0 | -8% | -0.5 | 4 | 7 | -6% | -1% | -4 | 9%
CCCn1nc2cc(C(=O)NCc3ccc(C)cc3)ccc2c1OCC | 0.2 | -30% | 0.5 | 2 | -14 | 76%[activator] | 7% | -1 | 19%
COc1ccc(C=O)c(OC)c1 | 2.5 | -5% | 0.3 | -5 | -20 | 4% | -7% | -4 | 28%
COc1ccccc1CCNC(=O)CSc1nc(=O)[nH]c2c1CCC2 | 0.2 | -20% | 0.3 | 7 | 11 | 0% | -1% | 0 | 8%
O=C(C1CC1)N1CCC(c2nc(-c3ccc(S(=O)(=O)N4CCCC4)cc3)no2)CC1 | 0.5 | -9% | -0.3 | 2 | 7 | 1% | 4% | 5 | -2%
CC1(C)NC(=O)N(CCC(=O)Nc2cc(C(F)(F)F)ccc2Cl)C1=O | · | 5% | · | · | · | 3% | -1% | -1 | 13%
COc1cc(/C=C(\C(=O)O)c2ccc(S(=O)(=O)N3CCCC3)s2)cc(OC)c1 | -0.7 | -4% | 1.1 | -5 | -14 | 6% | 2% | 2 | 0%
Cc1ccc(NC(=O)CC2SC3=NCCN3C2=O)cc1 (stereo not given) | -0.6 | -12% | -0.2 | 3 | -15 | 11% | 3% | 3 | ?
O=C1CCCC2=C1C(c1ccc(Cl)cc1)n1c(s/c(=C\c3ccc4ccncc4c3)c1=O)=N2 (stereo not given) | 2.5 | -13% | 1.6 | 8 | -10 | -11% | -2% | 2 | -12%
Cc1cc(=O)oc2cc(OC(C)C(=O)NC3CCCC3)ccc12 (stereo not given) | 0.8 | ? | -0.5 | -5 | 2 | 45% | 10% | 2 | 14%[57.1 µM]
COc1ccc(OC(=O)NCCc2ccccc2)cc1 | 16 | -15% | 0.6 | -5 | 3 | 2% | -9% | -6 | 7%
CC(C)(C)c1ccc(/C=C2\Oc3cc(O)ccc3C2=O)cc1 | 5.6 | -24% | 15 | -5 | 11 | -6% | -4% | 7 | 9%
Cc1ccccc1OCc1nc(-c2ccc(-n3cccc3)cc2)no1 | 0.2 | -30% | 1.5 | 3 | -7 | 5% | -3% | -2 | 11%
CC(C)CCNC(=O)c1cn(C)c2ccc(S(=O)(=O)N3CCOCC3)cc2c1=O | -0.2 | -18% | 0.8 | -2 | · | -6% | 4% | 3 | -7%
CC(C)OC(=O)CN1CCN(C2c3ccccc3-c3ccccc32)CC1 | 0.3 | -18% | -0.1 | -4 | -3 | -9%[57.1 µM] | 0% | 4 | -3%[57.1 µM]
Fc1ccc(-c2nnc(CN3CCN(c4ccccn4)CC3)o2)cc1 | · | -26% | 1.4 | -3 | · | -6% | -9% | 0 | 1%
Next part
SMILES | D2 agonist | USP1-UAF1 inh | TRHR agonist | TRHR PAM | D2 antagonist | TrxR1 substrate | IDH1 R132H inh | PI4K2A block | rTrxR1 inhibitor
CS(=O)(=O)c1ccc(C(=O)NC2CCOC2=O)cc1 (stereo not given) | 0.2 | -5% | 0.0 | 16 | -12 | 5%[57.1 µM] | 12% | 4 | -2%[57.1 µM]
CCCCNc1cnn(-c2ccccc2)c(=O)c1Cl | 2.0 | -10% | -0.4 | 1 | 23 | 11%[57.1 µM] | 7% | -7 | 17%[57.1 µM]
NC(=O)CCN1CCCCC1 | -0.7 | -2% | -0.1 | 0 | -1 | -4% | -5% | -9 | 4%
O=C(N=c1nc2ccccn2s1)c1ccccc1 | 0.8 | -11% | 0.0 | 7 | 10 | 4% | 7% | -8 | 11%
Cn1c(=O)c(Sc2ccc(Cl)cc2)c(O)c2ccccc21 | -2.3 | -14% | 0.0 | -1 | 1 | 13%[57.1 µM] | 21% | -4 | 7%[57.1 µM]
O=C(Cn1cnc2cc(Cl)ccc2c1=O)Nc1ccc2c(c1)OCO2 | -0.5 | -10% | 0.3 | 6 | -5 | 1% | -5% | -7 | 10%
O=S(=O)(N=S(N1CCCCC1)N1CCCCC1)c1ccccc1 | 1.6 | -17% | 0.4 | 2 | -8 | -13% | 5% | -5 | -16%
O=C(COC(=O)c1ccc(F)cc1F)NCc1ccc2c(c1)OCO2 | · | -14% | · | · | · | -9% | 4% | 4 | -14%
Cc1ccc2[nH]c(CNC(=O)c3ccc(F)cc3)cc2c1 | 0.4 | -2% | 1.3 | 1 | 18 | -5% | 5% | 3 | -3%[57.1 µM]
COc1ccc(-c2c(C)oc3c(CN4CCN(CCO)CC4)c(O)ccc3c2=O)cc1OC | -0.8 | -16% | 0.0 | 18 | -16 | 55%[activator] | 7% | -12 | -27%
CCOc1ccc(/C=N/n2cnnc2)cc1 | 0.0 | -17% | 0.1 | -3 | 4 | -5% | 3% | -1 | 6%
C=CCC1NS(=O)(=O)OC2CCCCC12 (stereo not given) | -0.9 | 9% | 0.0 | 1 | 5 | -7% | -2% | 1 | 5%
CCOC(=O)C1CCN(C(=O)c2ccc3c(=O)n4nc(Nc5ccccc5)sc4nc3c2)CC1 | -0.4 | -19%&-12% | -0.4 | 0 | · | -5%[57.1 µM] | -22%&-6% | 4&0 | 10%[57.1 µM]
CC(=O)N1CCc2cc(S(=O)(=O)CCC(=O)NCc3ccco3)ccc21 | 0.1 | -19% | 0.8 | -1 | 0 | 3% | -4% | -2 | 20%
CCN=C1SC(CC(=O)Nc2ccc3c(c2)OCO3)C(=O)N1CC (stereo not given) | -0.4 | -9% | -0.1 | 1 | -4 | -6% | 0% | -6 | 9%
COc1ccc(S(=O)(=O)NCc2cccnc2)cc1C(=O)Nc1ccccc1 | 1.0 | -10% | -0.1 | -4 | 0 | -1% | -1% | 1 | 11%
COc1cccc(CCN2CCC(CNS(=O)(=O)c3cc(-c4cc(C)no4)ccc3OC)CC2)c1 | · | -14% | 1.6 | -3 | · | 2% | 5% | 2 | 27%
COc1ccc(Cl)cc1NC(=O)NC(C)C(C)(C)C (stereo not given) | 1.7 | -19% | 0.1 | 5 | 34* | 5% | 0% | 2 | 20%
C=C[C@@H]1c2ccccc2N(S(=O)(=O)c2ccc(C)cc2)[C@H](c2ccc(C(F)(F)F)cc2)C1(C#N)C#N | 0.5 | ? | 0.2 | 0 | 5 | 2%&4% | -9% | 2 | 33%&22%[activator]
O=C(Nc1ccccc1)/C(=C\c1ccncc1)NC(=O)c1ccccc1 | 0.4 | -15% | 1.1 | -5 | 21 | 6%[57.1 µM] | -4% | 4 | 2%[57.1 µM]
CC(C)NS(=O)(=O)c1ccc(OCC(=O)N2CCN(c3ccccc3F)CC2)cc1 | 3.7 | -25% | 0.5 | 0 | · | 2% | 18% | ? | 23%
COc1ccc(NC(=O)NC23CC4(C)CC(C)(CC(C)(C4)C2)C3)cc1OC | 4.3 | -12% | 1.1 | -4 | 2 | -8% | -6% | -1 | -1%
C/C(CC(C)C)=N\NS(=O)(=O)c1ccc(C)c([N+](=O)[O-])c1 | -1.5 | -10% | -0.4 | 6 | -13 | 13%[57.1 µM] | 1% | 0 | 31%[57.1 µM]
CCN(CC)S(=O)(=O)c1cc(NS(=O)(=O)c2ccccc2)ccc1C | -0.7 | -11% | -0.9 | 2 | -1 | -8% | 2% | -3 | 14%

Source: PubChem
